Assay outcomes from PubChem.
NR5A2 inv ag = NR5A2 inverse agonism in reporter assay; O00482; HEK293T StAR-luciferase reporter, LRH-1 transfected, 24 h; inhibition, % at 3.6 µM; hit rate 0.13% among 360,000; AID 602396;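 active = inhibition above the mean inhibition of all tested compounds plus 3 SD, cut at about 73% in these data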;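 note: 0% = DMSO wells and 100% = reporter-only cells lacking LRH-1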
ABHD5-PLIN5 inh = inhibitors of human ABHD5-perilipin-5 interaction | Q00G26+Q8WTS1 | Split G. princeps luciferase complementation, luminescence, 4 h | inhibition, % at 4 µM | hit rate 0.78% among 360,000 | AID 602281;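 active = inhibition above the mean inhibition across every tested compound plus 3 SD, cut at about 22% in these data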;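 note: 0% = DMSO only wells and the 100% control is not disclosed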
Exocytosis inh = blocks lytic granule exocytosis. TALL-104 LAMP-1 surface exposure, flow cytometry; cells stimulated with thapsigargin and PMA. inhibition, % at 10 µM. hit rate 0.66% among 360,000. AID 651702;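 active = inhibition above about 55%, limit read from the data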
NCOA1 inh = inhibits human SRC1 coactivator | HEK293 GAL4-SRC1 luciferase reporter, luminescence | Q15788 | inhibition, % at 3.6 µM | AID 588354 | hit rate 0.12% among 360,000;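 active = inhibition above the campaign mean plus 3 SD, with each screening campaign given its own cutoff, cut at about 60% in these data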;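 note: 0% = DMSO treated cells and 100% = gossypol at 36 µM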
NOD2 RIPK2 PPI = NOD2-RIPK2 protein interaction inhibition; AID 624267; CHO BLA complementation NOD2-RIPK2, CCF4 ratio; hit rate 0.38% among 360,000; O43353; inhibition, % at 4.98 µM; in the data active = inhibition above about 21%;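 note: 0% = vehicle only and 100% = reference blocker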
TROY signal inh = blocks TROY-dependent signaling in reporter cells; AID 1347056; Q293 LMP1-TROYcd NF-kB luciferase reporter, 4 h; inhibition, % at 10 µM; hit rate 0.98% among 360,000;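 active = compounds whose plate-normalised and pattern-corrected inhibition of the luciferase reporter signal at the single screening dose is 50% or more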
TWEAK-Fn14 inh = inhibitors of TWEAK-Fn14 interaction signaling | hit rate 2% among 360,000 | AID 1159606 | inhibition, % at 10 µM | TWEAK-stimulated Fn14 reporter cells, luciferase luminescence, 8 h; in the data active = inhibition above about 50%
TLR9-MyD88 inh = blocks human TLR9 binding to MyD88 | AID 504734 | inhibition, % at 4.98 µM | Q9NR96+Q99836 | hit rate 0.21% among 340,000 | CHO BLA complementation TLR9-MyD88, CCF4 FRET ratio;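 active = inhibition above the mean over all tested compounds plus 3 SD, cut at about 21% in these data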;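 note: 0% = DMSO only wells and 100% = clavulanate BLA inhibitor control wells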
NCOA2 inhibitor = human SRC2 (NCOA2) inhibition; HEK293 GAL4-SRC2 luciferase reporter, luminescence; hit rate 0.17% among 370,000; Q15596; inhibition, % at 9 µM;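 active = inhibition above the mean inhibition of all tested compounds plus 3 SD, set per campaign, cut at about 52% in these data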;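 note: 0% = DMSO treated cells and 100% = cells given Gossypol at 36 µM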
Target sequence (Q15596 whole entry, looked up, the tested form may be a part): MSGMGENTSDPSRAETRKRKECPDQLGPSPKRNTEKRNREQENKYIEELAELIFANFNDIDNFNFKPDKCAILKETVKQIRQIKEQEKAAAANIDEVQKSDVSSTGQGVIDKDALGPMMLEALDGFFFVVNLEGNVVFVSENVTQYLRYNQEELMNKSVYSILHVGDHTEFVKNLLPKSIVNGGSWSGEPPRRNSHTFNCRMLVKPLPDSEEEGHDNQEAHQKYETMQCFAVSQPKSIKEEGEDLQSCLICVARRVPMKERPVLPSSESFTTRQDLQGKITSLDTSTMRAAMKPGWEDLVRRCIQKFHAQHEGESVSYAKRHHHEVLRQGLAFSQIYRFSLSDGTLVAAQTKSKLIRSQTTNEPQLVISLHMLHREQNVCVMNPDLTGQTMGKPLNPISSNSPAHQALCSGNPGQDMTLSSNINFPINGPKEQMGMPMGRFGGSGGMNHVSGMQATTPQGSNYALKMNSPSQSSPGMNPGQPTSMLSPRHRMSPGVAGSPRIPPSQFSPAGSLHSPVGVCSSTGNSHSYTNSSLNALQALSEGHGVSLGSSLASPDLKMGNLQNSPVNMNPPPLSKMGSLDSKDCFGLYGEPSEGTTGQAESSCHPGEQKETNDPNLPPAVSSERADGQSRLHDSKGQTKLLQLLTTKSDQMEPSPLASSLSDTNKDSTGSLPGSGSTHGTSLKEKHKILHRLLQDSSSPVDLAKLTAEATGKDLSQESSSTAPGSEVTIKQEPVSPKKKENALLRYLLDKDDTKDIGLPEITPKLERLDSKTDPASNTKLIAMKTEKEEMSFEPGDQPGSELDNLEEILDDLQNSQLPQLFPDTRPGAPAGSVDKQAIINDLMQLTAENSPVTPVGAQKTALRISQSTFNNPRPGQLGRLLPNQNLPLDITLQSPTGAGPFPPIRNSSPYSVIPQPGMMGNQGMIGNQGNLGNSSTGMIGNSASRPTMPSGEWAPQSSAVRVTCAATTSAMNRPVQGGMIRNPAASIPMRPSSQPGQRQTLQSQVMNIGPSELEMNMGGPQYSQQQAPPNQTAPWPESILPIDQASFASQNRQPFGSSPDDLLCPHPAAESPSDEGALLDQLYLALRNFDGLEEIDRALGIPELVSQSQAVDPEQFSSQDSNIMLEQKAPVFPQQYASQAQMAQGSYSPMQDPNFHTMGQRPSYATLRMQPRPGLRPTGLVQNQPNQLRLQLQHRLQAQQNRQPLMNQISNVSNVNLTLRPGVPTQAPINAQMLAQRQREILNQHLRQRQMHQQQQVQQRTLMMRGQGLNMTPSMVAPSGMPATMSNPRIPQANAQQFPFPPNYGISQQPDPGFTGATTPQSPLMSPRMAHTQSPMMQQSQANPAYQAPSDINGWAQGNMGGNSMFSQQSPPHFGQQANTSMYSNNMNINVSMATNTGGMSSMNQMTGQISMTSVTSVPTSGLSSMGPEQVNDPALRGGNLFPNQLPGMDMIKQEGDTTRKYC
COUP-TFII inh = blocks human COUP-TFII nuclear receptor | P24468 | HEK293T NGFI-A luciferase reporter, luminescence | inhibition, % at 8.6 µM | hit rate 0.7% among 370,000 | AID 686940;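 active = inhibition above a per-plate cutoff, mean inhibition of test wells between control levels plus 3 SD, cut at about 38% in these data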;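 note: cells cotransfected with COUP-TFII expression vector driving the NGFI-A reporter; 0% = median of COUP-TF2 test wells and 100% = reporter-only cells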
SRC3 inh = human NCOA3 inhibition; hit rate 0.17% among 360,000; HEK293 GAL4-SRC3 luciferase reporter, luminescence; AID 588352; inhibition, % at 3.6 µM;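 active = inhibition above a per-campaign cutoff, the mean of all compounds plus 3 SD, cut at about 60% in these data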;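 note: 0% = DMSO-treated cells and 100% = gossypol-treated cells at 36 µM; higher means less SRC3-driven luciferase light from the GAL4 reporter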
Active calls of the source: *; nt = not tested or not shown. Only part of the results is shown. The share of hits here may be higher or lower than overall.

SMILES	NR5A2 inv ag	ABHD5-PLIN5 inh	Exocytosis inh	NCOA1 inh	NOD2 RIPK2 PPI	TROY signal inh	TWEAK-Fn14 inh	TLR9-MyD88 inh	NCOA2 inhibitor	COUP-TFII inh	SRC3 inh
CN(C)CCN(C(=O)c1ccc(S(=O)(=O)N(C)c2ccccc2)cc1)c1nc2ccc(Cl)cc2s1	-37	0	14	-50	-3	-17	-4	2	3	-1	1
CC(=O)Nc1ccc(S(=O)(=O)N2CCCc3ccccc32)cc1	19	-5	-2	-35	-5	-6	14	-3	-4	10	-7
Cc1cccc(CNc2ccc(C(CC(N)=O)NC(=O)c3ccccc3)cc2[N+](=O)[O-])c1 (stereo unspecified)	-18	-8	-8	4	6	5	-8	-9	3	7	2
CCOc1cc(C(=O)O/N=C(\N)c2ccc([N+](=O)[O-])cc2)cc(OCC)c1OCC	-1	0	-2	-10	7	4	-62	-3	-9	8	2
Cc1ccc(S(=O)(=O)Nc2ccc(NC(=O)/C=C/C(=O)O)cc2)cc1	8	-6	5	0	9	5	-8	9	-9	-23	13
COc1ccc(Br)cc1/C=N/NC(=O)c1ccc2nc[nH]c2c1	-8	8	3	19	2	-5	3	8	4	-11	14
CC(=O)OCC1=C(C(=O)O)N2C(=O)[C@@H](NC(=O)Cc3ccccc3)[C@H]2SC1	-18	21	2	-3	-3	3	18	-8	-7	4	10
COc1ccc(C(=O)Nc2nnc(Cc3ccc(OC)c(OC)c3)s2)c(OC)c1	-24	5	-4	-61	-3	-15	82*	-3	-57	13	-32
O=C1SCCC1NS(=O)(=O)c1ccc([N+](=O)[O-])cc1 (stereo unspecified)	0	-6	-8	-3	-12	-11	-11	-2	-13	7	-7
O=C(Nc1ccc([N+](=O)[O-])cn1)C1CC2CCC1C2 (stereo unspecified)	-13	-2	0	6	1	-22	-14	-2	-14	15	-4
O=C(c1cccnc1)N1CCN(Cc2ccccc2Br)CC1	-17	-1	1	1	-15	-10	-19	-7	1	-7	4
OC(CCN1CCCCC1)(c1ccccc1)c1ccccc1	16	0	6	9	-2	-1	2	-3	-19	-6	7
Cc1ccc(NC(=S)NCC(C)CSc2ccc(Cl)cc2)cc1 (stereo unspecified)	-7	3	-3	-18	-6	11	2	-6	6	0	-4
CC(=O)c1ccc(S(=O)(=O)N(C)CC(=O)Nc2ccc(C)cc2)cc1	15	3	-1	-1	-4	5	10	-11	13	1	-22
COc1ccc(OC)c(/C=N/NC(=O)c2ccc3nc[nH]c3c2)c1	0	0	-8	-4	-6	28	-3	2	-49	9	3
CCCn1c(-c2ccc(F)cc2)n[nH]c1=S	7	-4	2	-1	-12	1	6	-6	-4	9	12
COCc1cc(C)nc(N2CCN(c3ccccc3)CC2)c1C#N	-4	-8	-1	3	-5	-7	-3	1	0	2	14
COc1ccc(NS(=O)(=O)c2cc(NC(=O)c3cccs3)ccc2N2CCCC2)cc1	-12	3	-12	12	-9	5	7	-5	-32	5	0
COc1cccc(-c2cc(C(F)(F)F)n3nc(N)nc3n2)c1	4	-6	-4	1	-12	-16	-15	-8	-19	-8	14
COc1nnc(-c2ccccc2)s1	3	3	-1	-2	0	-24	-8	3	-29	7	-12
O=C(COC(=O)c1ccccc1O)Nc1cc([N+](=O)[O-])ccc1Cl	8	-2	0	-14	4	-8	-7	0	-42	-8	-6
O=C(C1CC1)N1CCc2cc(Br)cc(S(=O)(=O)NCCCN3CCCC3)c21	4	-4	-1	-4	5	-4	-4	7	-9	0	9
O=C(c1cccs1)N1C[C@@H](n2cc(C3CC3)nn2)[C@H](O)C[C@@H]1c1ccc(Cl)cc1	-2	-3	-8	-7	4	-1	-13	-3	-9	18	1
O=[N+]([O-])c1cccc(-n2nnnc2CN2CCCC2)c1	-8	2	-1	-22	-3	-4	-12	-9	-11	6	11
Cc1ccccc1NC(=S)N(Cc1cccnc1)Cc1ccco1	-1	7	0	15	-1	-20	60*	-1	11	3	20
O=C(Nc1ccc(N2CCOCC2)c(Cl)c1)c1cccnc1Cl	2	-3	0	-6	7	-28	-25	-6	7	-17	7
CCN(CC)C(=S)SC1=CCS(=O)(=O)C1	6	-2	-3	-3	-10	8	-8	nt	-5	12	11
Clc1ccc(-c2nnnn2-c2ccc(Cl)c(Cl)c2)cc1Cl	17	-12	0	-26	1	28	25	-4	-36	-1	0
Cn1c2ccc(F)cc2c2nnc(SCCN3CCOCC3)nc21	-11	-3	5	-14	5	-34	-19	-6	-41	-6	-19
COc1ccc(OC)c(C(=O)N2CCCC(Nc3ccc(F)cc3)C2)c1 (stereo unspecified)	-2	-4	0	-15	-1	4	-11	-11	-39	-4	1

Sorted by molar mass (smallest number first): part of the list above
SMILES	NR5A2 inv ag	ABHD5-PLIN5 inh	Exocytosis inh	NCOA1 inh	NOD2 RIPK2 PPI	TROY signal inh	TWEAK-Fn14 inh	TLR9-MyD88 inh	NCOA2 inhibitor	COUP-TFII inh	SRC3 inh
CCCn1c(-c2ccc(F)cc2)n[nH]c1=S	7	-4	2	-1	-12	1	6	-6	-4	9	12
O=C1SCCC1NS(=O)(=O)c1ccc([N+](=O)[O-])cc1 (stereo unspecified)	0	-6	-8	-3	-12	-11	-11	-2	-13	7	-7
COc1cccc(-c2cc(C(F)(F)F)n3nc(N)nc3n2)c1	4	-6	-4	1	-12	-16	-15	-8	-19	-8	14
COc1ccc(OC)c(/C=N/NC(=O)c2ccc3nc[nH]c3c2)c1	0	0	-8	-4	-6	28	-3	2	-49	9	3
CC(=O)Nc1ccc(S(=O)(=O)N2CCCc3ccccc32)cc1	19	-5	-2	-35	-5	-6	14	-3	-4	10	-7
O=C(Nc1ccc(N2CCOCC2)c(Cl)c1)c1cccnc1Cl	2	-3	0	-6	7	-28	-25	-6	7	-17	7
CC(=O)c1ccc(S(=O)(=O)N(C)CC(=O)Nc2ccc(C)cc2)cc1	15	3	-1	-1	-4	5	10	-11	13	1	-22
Cc1ccc(NC(=S)NCC(C)CSc2ccc(Cl)cc2)cc1 (stereo unspecified)	-7	3	-3	-18	-6	11	2	-6	6	0	-4
CC(=O)OCC1=C(C(=O)O)N2C(=O)[C@@H](NC(=O)Cc3ccccc3)[C@H]2SC1	-18	21	2	-3	-3	3	18	-8	-7	4	10
CCOc1cc(C(=O)O/N=C(\N)c2ccc([N+](=O)[O-])cc2)cc(OCC)c1OCC	-1	0	-2	-10	7	4	-62	-3	-9	8	2
O=C(c1cccs1)N1C[C@@H](n2cc(C3CC3)nn2)[C@H](O)C[C@@H]1c1ccc(Cl)cc1	-2	-3	-8	-7	4	-1	-13	-3	-9	18	1
Cc1cccc(CNc2ccc(C(CC(N)=O)NC(=O)c3ccccc3)cc2[N+](=O)[O-])c1 (stereo unspecified)	-18	-8	-8	4	6	5	-8	-9	3	7	2
O=C(C1CC1)N1CCc2cc(Br)cc(S(=O)(=O)NCCCN3CCCC3)c21	4	-4	-1	-4	5	-4	-4	7	-9	0	9

Next part:
SMILES	NR5A2 inv ag	ABHD5-PLIN5 inh	Exocytosis inh	NCOA1 inh	NOD2 RIPK2 PPI	TROY signal inh	TWEAK-Fn14 inh	TLR9-MyD88 inh	NCOA2 inhibitor	COUP-TFII inh	SRC3 inh
CS(=O)(=O)N(Cc1nnc(-c2cccs2)o1)c1ccc(Cl)cc1F	-8	-2	4	-7	-6	13	2	-11	-17	8	7
C/C(N)=C(/C#N)C(=O)CSc1nc2cc(Cl)ccc2c(=O)n1Cc1ccco1	6	10	1	1	3	22	22	-7	-21	21	-1
O=C(C(=O)N1CCN(c2ccccc2F)CC1)c1cn(CC(=O)N2CCCC2)c2ccccc12	32	7	2	6	-4	-1	5	-5	5	5	2
COc1cc(/C=C/C(=O)c2ccc3c(c2)OCCO3)cc(Br)c1OCC(=O)N(C)C	28	40*	102*	11	16	33	83*	11	55*	38*	50
COc1cccc(CNc2nnnn2C)c1	-11	0	-9	-2	-4	-16	-5	-1	16	4	-4
O=C(COc1ccccc1Cl)Nn1cnnc1	-6	-5	1	0	-15	-3	9	-8	-17	-11	16
Nc1nc(Nc2ccccc2Cl)cc(=O)[nH]1	-9	2	-5	-3	-15	-19	25	10	3	-15	9
COCC(C)n1c(SCC(=O)Nc2nccs2)nc2ccccc2c1=O (stereo unspecified)	11	-3	-4	-14	-12	10	-7	-2	0	13	-2
COc1ccc(N=Cc2ccc(CNS(=O)(=O)c3ccc(Cl)cc3)o2)cc1	3	-7	-1	-19	-8	-28	-21	6	-6	0	1
Cc1ccc(CN2CCC(c3nc4ccc(Cl)cc4[nH]3)CC2)cc1	-5	0	2	-3	1	19	11	0	-11	10	19
COC(=O)c1ccc(COc2ccc3c(c2)CCC3)o1	-148	2	2	-90	2	-55	-19	6	-65	-46	-58
Cc1[nH]n(-c2cccc3ccccc23)c(=O)c1C=Nc1ccc2[nH]c(=O)[nH]c2c1	-1	-3	1	6	1	-9	-13	5	10	8	4
C#CCOCCOCCOCCNc1nc(N2CCOCC2)nc(N2CCN(C(=O)Cn3cc(CCCN=C(N)N)nn3)CC2)n1	3	-8	9	3	1	-4	14	-3	-7	4	-10
CSCC[C@H](N)C(=O)NC[C@H]1CC[C@H](C(=O)N[C@@H](Cc2ccccc2)C(=O)O)CC1	6	-3	-1	-25	-14	-9	2	-3	4	-12	9
Cc1cccc(-c2noc(-c3ccc4c(c3)OCO4)n2)c1	-102	-3	-1	-122	8	42	57*	7	-71	-45	-65
CCCN(CC1CC1)c1nc(N)c2c(N)nc(OC)cc2c1C#N	6	-80	2	13	6	23	13	3	19	7	14
Cc1ccnc(NC2OC(=O)c3ccccc32)c1 (stereo unspecified)	8	-1	-1	-10	1	1	1	4	1	-11	21
COc1ccc(C)c2sc(NC(=O)C3=COCCO3)nc12	-67	-4	-2	-33	-23	-42	4	0	-10	-21	-22
CCCCn1c2ccc(F)cc2c2nnc(NN)nc21	16	0	-2	-12	1	6	12	-5	-7	5	9
O=C1Nc2ccccc2C1=Nc1ccc(Br)cc1	4	-7	2	16	-2	-48	-14	2	-26	7	5
Cc1cc(C=C2C(=O)c3ccccc3C2=O)c(C)n1-c1ccccc1	-7	-2	-4	2	-3	31	89*	0	3	0	85*
CCC1Oc2ccc(C)cc2N(CC(=O)NCCN2CCOCC2)C1=O (stereo unspecified)	0	4	-1	8	2	15	26	2	3	5	6
CCOc1ccc(N2C(=O)C(Cl)=C(Nc3ccccc3O)C2=O)cc1	34	-2	-6	-51	2	-47	-14	2	-39	-25	-34
CCOc1ccccc1CNC(=O)CCC(=O)N1Cc2ccccc2Oc2ncccc21	5	9	5	-36	-8	11	5	-1	-1	-5	18
